# Screening results as filed in PubChem.
# HCV NS3 hel inh – blocks Hepatitis C virus NS3 helicase unwinding; AID 1800; 290,000 compounds, 0.56% hits; NS3 helicase DNA unwinding, Cy5 molecular beacon fluorescence; inhibition, % at 10.9 µM;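 active means inhibition above the mean of all tested compounds plus 3 SD, set per campaign, cut at about 35% in these data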;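 further: 0% = DMSO wells and 100% = thioflavine S control wells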
#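 Test system: hepatitis C virus NS3 helicase domain fragment enzyme. Also added: annealed dual-labelled DNA beacon duplex, ATP-started. Timing: 60 min unwinding reaction at 25 °C after ATP addition. Technique: Cy5 fluorescence. Measure: % inhibition of unwinding.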
# MEKK2 WT-MEK5 – raises or lowers MEK5 binding to wildtype human MEKK2 PB1 domain; Q9Y2U5; bead flow cytometry, Alexa488-MEK5 binding to MEKK2 WT; actives lie on both sides; binding response (% of control), % at 10 µM; 290,000 compounds, 1.1% hits; in the data active means binding response below about 67% or above about 130%
# SUMO HTRF inh – SUMOylation inhibition. P63279. 290,000 compounds, 0.36% hits. HTRF SUMOylation assay, SAE1/SAE2 + UBC9, in vitro. inhibition, % at 35 µM; in the data active means inhibition above about 50%, passing the limit was not always enough; further: strong numbers were not always called active
# Target sequence (P63279 whole entry, looked up): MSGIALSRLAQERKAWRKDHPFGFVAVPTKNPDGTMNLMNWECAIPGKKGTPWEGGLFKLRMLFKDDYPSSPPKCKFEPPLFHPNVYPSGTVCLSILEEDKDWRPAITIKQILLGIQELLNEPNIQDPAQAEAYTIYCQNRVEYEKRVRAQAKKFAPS
# FID counter – fluorescent intercalator displacement, NS3 helicase counter-screen | DNA fluorescent intercalator displacement, fluorescence | inhibition, % at 7.9 µM | 290,000 compounds, 0.17% hits; in the data active means inhibition above about 37%;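 further: 0% = vehicle and 100% = reference compound; higher means more ethidium bromide displaced from hairpin DNA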
# CRFR2-BP antag – CRF-BP/CRF-R2 complex antagonism. HEK293 CRF-R2/CRF-BP, CRF-induced calcium fluorescence. inhibition, % at 11.8 µM. 350,000 compounds, 0.59% hits. AID 588475;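 active means inhibition of the ligand-induced calcium signal above about 50% at the single tested concentration, limit read from the data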
# MEKK2 mut-MEK5 – signal of MEK5 binding to mutant human MEKK2 PB1 domain; bead flow cytometry, Alexa488-MEK5 binding to MEKK2 mutant; percent response, % at 10 µM; 290,000 compounds, 0.35% hits; AID 1530; in the data active means percent response above about 24%, passing the limit was not always enough; further: inactives centre near 1; some results filed as inactive read as strong as hits; reference of the scale not given here
# GalR3 antagonist – antagonists of human GalR3 | HEK293 GalR3-CNG cAMP membrane potential fluorescence; galR3 body fused to GalR1 C-terminus | inhibition, % at 3 µM | 360,000 compounds, 0.44% hits | AID 651719;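 active means inhibition above the screen-wide average plus 3 SD, cut at about 13% in these data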;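 further: forskolin and galanin both at EC90 stimulate the cells; cAMP rise reported by CNG channel membrane potential dye signal; 0% = forskolin plus galanin with DMSO and 100% = forskolin alone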
# CRFR2-BP ag – CRF-BP/CRF-R2 complex agonism; AID 588473; activation, % at 13.2 µM; HEK293 CRF-R2/CRF-BP, calcium dye fluorescence (FLIPR); percent of saturating CRF peptide response; 350,000 compounds, 0.46% hits;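 active means activation of at least 50%, plus an integration ratio under a set limit after plate pattern correction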;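 further: plate controls were neutral control wells without compound for no effect and CRF at EC100 for full effect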
# MEKK3 PB1 HTS – modulators (inhibitors or enhancers) of MEK5 binding to human MEKK3 PB1 domain. binding response (% of control), % at 10 µM. 290,000 compounds, 1.4% hits. bead-based flow cytometry, Alexa488-MEK5 binding to MEKK3; actives lie on both sides; 0 = blocked by unlabeled MEK5, 100 = vehicle. AID 1529;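 active means binding response more than 3 SD above or below the average of its plate-row segment, actives on both sides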;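 further: Alexa488 bead fluorescence after subtracting the streptavidin-only scavenger bead signal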
# Target sequence (Q99759 whole entry, looked up, the tested form may be a part): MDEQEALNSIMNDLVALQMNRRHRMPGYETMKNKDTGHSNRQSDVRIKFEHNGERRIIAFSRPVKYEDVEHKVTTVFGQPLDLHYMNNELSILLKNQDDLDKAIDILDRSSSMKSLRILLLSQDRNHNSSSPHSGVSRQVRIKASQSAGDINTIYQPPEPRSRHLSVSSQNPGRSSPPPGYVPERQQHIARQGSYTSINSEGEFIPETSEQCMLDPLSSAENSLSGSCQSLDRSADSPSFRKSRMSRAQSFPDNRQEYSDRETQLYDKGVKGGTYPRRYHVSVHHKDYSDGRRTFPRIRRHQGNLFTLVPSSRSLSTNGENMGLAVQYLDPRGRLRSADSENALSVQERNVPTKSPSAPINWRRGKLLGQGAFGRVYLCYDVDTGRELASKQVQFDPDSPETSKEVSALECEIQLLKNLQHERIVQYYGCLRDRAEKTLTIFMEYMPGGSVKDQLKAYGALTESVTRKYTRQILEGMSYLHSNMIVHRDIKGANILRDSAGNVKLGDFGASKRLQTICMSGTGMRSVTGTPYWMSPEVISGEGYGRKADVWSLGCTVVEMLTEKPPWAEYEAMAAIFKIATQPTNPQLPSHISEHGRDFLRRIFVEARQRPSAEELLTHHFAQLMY
# Active calls of the source: *; nt = no result given; & = joins results of further samples; [ ] = another dose, or the depositor's remark. The list is partial (hit frequency here may not be typical).
SMILES,HCV NS3 hel inh,MEKK2 WT-MEK5,SUMO HTRF inh,FID counter,CRFR2-BP antag,MEKK2 mut-MEK5,GalR3 antagonist,CRFR2-BP ag,MEKK3 PB1 HTS
Cc1ccc(S(=O)(=O)O/N=C2\CCCc3ccccc32)cc1,2,106,13,1,9,5,-2,0.4,105
COc1ccccc1NC(=O)Cc1noc(CN(C)Cc2cccs2)n1,-4,98,10,-12,1,2,5,-0.4,101
CCCSc1ccc2nc(NC(=O)OC)[nH]c2c1,2,88,-13,-5,-24,-6,-1,-1.9,110
O=C(NCCCn1ccnc1)C(=O)Nc1ccccc1,9,95,8,3,7,-7,1,-1.4,99
CC(Nc1nc(-c2ccc(F)cc2)cs1)c1nc2cc(Cl)c(N3CCCCC3)cc2n1CCOCCO (centres undefined),nt,103,nt,nt,-7,3,-2,-0.4,103
CNc1c(NC(=O)C2CCC(C)CC2)c(=O)oc2ccccc12 (centres undefined),5,93,-10,-6,-3,-12,-8,1.3,93
CC(=O)NS(=O)(=O)c1ccc(N)cc1,1,104,1,-2,-1&0,2,-4,-1.6&-0.1,86
COc1ccccc1NC(=S)NC(C)=O,-6,103,6,0,0,6,-4,0.0,102
CCC(=O)N/N=C/c1ccc(-c2ccc([N+](=O)[O-])cc2)o1,-2,64,29,-2,1,-14,-5,3.3,62
CCNC(=O)COC(=O)c1cc(S(=O)(=O)N2CCCc3ccccc32)ccc1Cl,-7,92,1,-28,0,-3,-2,1.2,94
Cc1ccc(C(=O)N/C(=C\c2ccco2)C(=O)NCC2CCCO2)cc1C (centres undefined),8,90,-9,-14,-17,-7,-1,3.0,90
COCCNC(=O)Nc1ccc2nc(-c3cccs3)c(-c3cccs3)nc2c1,-9,67*[inhibitor],2,-11,-13,-3,1,4.5,92
Cc1cc(C(=O)OCC(=O)Nc2cc(S(=O)(=O)N(C)C)ccc2C)c(C)o1,5,103,-1,-15,nt,6,-6,nt,103
O=C1/C(=C/c2ccsc2)N2CCC1CC2,7,96,-4,0,2,-3,-5,-0.3,101
CCCNC(=S)NC1CC2CCCC(C1)N2Cc1ccc(F)cc1 (centres undefined),-6,122,6,8,-11,22,-8,2.9,108
CCCOc1ccc(CSC(=N)N)cc1C(=O)OC,-1,99,1,0,-12,1,6,-1.0,103
CCOC(=O)N1CCN(C(=O)CSCc2nc(-c3ccccc3C)oc2C)CC1,-2,104,4,-32,19,0,-4,-1.1,103
CCC(C)NC(=O)/C(=C/c1ccco1)c1ccccc1 (centres undefined),29,103,5,-10,-18,3,-4,3.4,104
O=C(O)C1CC(=O)N(c2ccc(OCc3ccc(Br)cc3)cc2)C1 (centres undefined),10,105,5,-41,8,4,-11,-1.3,104
Cc1nnc(-c2cnn(C)c2N)n1Cc1ccc2c(c1)OCO2,9,101,2,-2,-8,1,-3,-1.8,100
COc1ccc(C(=O)N/C(=C\c2cn(C)c3ccccc23)C(=O)NCCCn2ccnc2)cc1OC,-11,107,-5,5,-4,3,-5,1.8,103
Cc1ccc(OCc2nnc(SCC(=O)Nc3ccc4c(c3)OCCO4)n2Cc2ccco2)cc1,-17,96,6,-28,22,10,-3,1.2,105
COc1ccc(CS(=O)(=O)CC(C)(O)c2ccccc2Cl)cc1 (centres undefined),-9,104,9,-14,14,3,-6,-0.3,102
COc1ccc(/C=C/c2cc(=O)c3cc(Cl)ccc3o2)cc1,6,92,8,-5,-33,-2,-2,0.6,97
Cn1c(=O)oc2cc(S(=O)(=O)NCCC(=O)NCc3ccccc3Cl)ccc21,7,104,13,-14,3,5,-10,-1.8,105
CS(=O)(=O)N(Cc1ccco1)CC(O)Cn1cc(C=O)c2ccccc21 (centres undefined),-1,97,12,-5,18,2,-4,9.4,102
Cc1noc2ncnc(Oc3ccc(C(C)(C)C)cc3)c12,-3,90,15,-4,-11,-10,-2,2.5,95
Cc1ccsc1CN(C(=O)c1ccccc1)C1CCS(=O)(=O)C1 (centres undefined),2,107,8,-15,-7,10,-1,-0.8,105
C/C(=N/NC(=O)c1cnccn1)c1ccncc1,3,97,2,-3,19,-4,-4,2.6,96
CN(C)CCC1CCN(c2cc(C#N)c(C#N)cc2[N+](=O)[O-])CC1,-2,102,16,13,11,8,-2,-1.1,103
O=C(Cc1ccc(Cl)cc1)c1ccc(O)cc1,-1,97,7,-1,-1,-4,3,0.5,99
COc1cc(NC(C(=O)Nc2cccc(C(C)=O)c2)c2ccccc2)cc(OC)c1OC (centres undefined),-8,106,-7,-22,-7,2,-7,0.1,104
O=C(C1CCCCC1)N1CCCC(c2nc3c(nnn3Cc3ccccc3)c(=O)[nH]2)C1 (centres undefined),-1,80,15,-41,-7,-7,-6,-2.1,75
COc1cc(-c2cc(C(=O)O)c3cc4c(cc3n2)OCCO4)cc(OC)c1OC,7,98,16,-17,11,2,-6,0.1,100
CSc1cccc(NC(=O)COc2ccccc2)c1,-4,104,14,-1,27,5,-4,-1.8,103
Cc1ccc2cc3cc(C(=O)N4CCCCC4C)oc3nc2c1 (centres undefined),1,nt,8,-27,3,nt,-3,1.3,nt
C=C(C)[C@@H]1CC[C@]2(C(=O)O)CC[C@]3(C)[C@H](CC[C@@H]4[C@@]5(C)CC[C@H](O)C(C)(C)[C@@H]5CC[C@]43C)[C@@H]12,nt,93,nt,nt,-8,5,-3,0.0,95
Cc1ccc(NC(=S)NC(NC(=O)N(C)C)C(Cl)(Cl)Cl)cc1 (centres undefined),11,100,-4,-13,11,-1,-1,-0.7,102
OCCC1CN(CCCn2cccn2)CCN1Cc1ccccc1 (centres undefined),6,93,2,-2,-11,-7,-1,0.5,95
c1ccc(-c2nnc(CSc3nncs3)o2)cc1,6,97,18,0,1,-3,-5,-1.4,93
Cc1cccc(NC(=S)N2CCN(c3ccc(F)cc3)CC2)c1,0,83,2,1,-1,-15,-1,-0.1,71
Cc1cc(C)c2nc(N3CCCC(C(=O)N4CCC(C(N)=O)CC4)C3)sc2c1 (centres undefined),-28,102,-8,-36,14,2,0,-0.1,104
CCc1nn(C(CC)C(=O)NCC(C)c2ccccc2)c(=O)c2cc3occc3n12 (centres undefined),-1,101,17,-34,18,0,6,-0.3,102
Cc1ccc(NC(=O)c2sccc2C)cc1S(=O)(=O)N(C)C,-2,115,-8,3,-5,0,-2,2.3,111
O=C(COC(=O)c1ccc(Cl)c(Cl)c1)Nc1cccnc1Cl,5,98,-16,-6,-46,-2,-3,1.7,95
Cc1ccc(S(=O)(=O)/N=S(/C)c2ccccc2)cc1 (centres undefined),7,105,1,-1,1,4,4,-0.6,105
C1CCc2c(nnc3c2-c2nonc2CC3)C1,11,104,10,-4,18,3,-1,0.5,104
CCOc1ccc(N(CC)C(=O)Cc2c(C(=O)O)n(C)c3ccccc23)cc1,10,109,22,-28,1,11,-7,0.2,109
CNC(=O)c1csc(-c2ccc(C)cc2)n1,-7,87,37,-3,19,-10,-4,-2.5,87
Cc1ccc(CNC(=O)Cc2ccc(Br)cc2)cc1,-10,100,6,-7,20,3,-11,0.6,96
# Next results follow:
SMILES,HCV NS3 hel inh,MEKK2 WT-MEK5,SUMO HTRF inh,FID counter,CRFR2-BP antag,MEKK2 mut-MEK5,GalR3 antagonist,CRFR2-BP ag,MEKK3 PB1 HTS
Cc1nn2c(N3CCN(C4CCCC4)CC3)cc(C(C)(C)C)nc2c1-c1ccccc1,-10,116,15,2,-60,8,-4,-0.3,103
S=c1[nH]c(-c2ccccc2)cn1/N=C/c1ccccc1Br,1,90,8,-12,1,-2,-3,3.5,101
O=C(/C=C/c1ccccc1Cl)N(Cc1ccccc1)C1CCS(=O)(=O)C1 (centres undefined),0,103,14,-36,-18,0,-2,-1.8,138*
COc1ccc(CCNC(=O)CSc2nnc(NC(C)=O)s2)cc1OC,13,104,6,-4,4,3,-4,-1.5,109
O=C(COC(=O)c1ccc(F)cc1F)Nc1ncccn1,0,89,11,-6,12,-18,1,-2.1,88
O=C1NC(c2ccc(Cl)cc2)Oc2ccccc21 (centres undefined),9,103,-2,-5,-16,4,-2,-2.3,103
O=C(O)C1CCC(=O)N(C2CCCCC2)C1c1ccccc1Cl (centres undefined),12,97,22,-25,0,7,3,0.2,99
O=C(CSc1nc2nc3c(cc2c(=O)n1-c1ccccc1)CCCC3)Nc1ccccc1,-1,100,1,-17,-65,-1,-10,0.1,131*
COc1ccc(-c2cc(C(F)(F)F)nc(S(=O)(=O)CCCC(=O)Nc3cccnc3Cl)n2)cc1OC,6,78,3,-48,-28,-14,17*,-1.9,89

# Among those listed so far, 12 contain a Cl atom:
SMILES,HCV NS3 hel inh,MEKK2 WT-MEK5,SUMO HTRF inh,FID counter,CRFR2-BP antag,MEKK2 mut-MEK5,GalR3 antagonist,CRFR2-BP ag,MEKK3 PB1 HTS
CC(Nc1nc(-c2ccc(F)cc2)cs1)c1nc2cc(Cl)c(N3CCCCC3)cc2n1CCOCCO (centres undefined),nt,103,nt,nt,-7,3,-2,-0.4,103
CCNC(=O)COC(=O)c1cc(S(=O)(=O)N2CCCc3ccccc32)ccc1Cl,-7,92,1,-28,0,-3,-2,1.2,94
COc1ccc(CS(=O)(=O)CC(C)(O)c2ccccc2Cl)cc1 (centres undefined),-9,104,9,-14,14,3,-6,-0.3,102
COc1ccc(/C=C/c2cc(=O)c3cc(Cl)ccc3o2)cc1,6,92,8,-5,-33,-2,-2,0.6,97
Cn1c(=O)oc2cc(S(=O)(=O)NCCC(=O)NCc3ccccc3Cl)ccc21,7,104,13,-14,3,5,-10,-1.8,105
O=C(Cc1ccc(Cl)cc1)c1ccc(O)cc1,-1,97,7,-1,-1,-4,3,0.5,99
Cc1ccc(NC(=S)NC(NC(=O)N(C)C)C(Cl)(Cl)Cl)cc1 (centres undefined),11,100,-4,-13,11,-1,-1,-0.7,102
O=C(COC(=O)c1ccc(Cl)c(Cl)c1)Nc1cccnc1Cl,5,98,-16,-6,-46,-2,-3,1.7,95
O=C(/C=C/c1ccccc1Cl)N(Cc1ccccc1)C1CCS(=O)(=O)C1 (centres undefined),0,103,14,-36,-18,0,-2,-1.8,138*
O=C1NC(c2ccc(Cl)cc2)Oc2ccccc21 (centres undefined),9,103,-2,-5,-16,4,-2,-2.3,103
O=C(O)C1CCC(=O)N(C2CCCCC2)C1c1ccccc1Cl (centres undefined),12,97,22,-25,0,7,3,0.2,99
COc1ccc(-c2cc(C(F)(F)F)nc(S(=O)(=O)CCCC(=O)Nc3cccnc3Cl)n2)cc1OC,6,78,3,-48,-28,-14,17*,-1.9,89
